Assay outcomes (PubChem BioAssay)
HePTP inh: human HePTP phosphatase inhibition; P35236; recombinant HePTP phosphatase activity, OD absorbance; inhibition, % at 20 µM; 110,000 compounds, 0.64% hits; AID 521; in the data active means inhibition above about 50%;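 further: plate controls were vehicle for no effect and reference inhibitor for full effect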
Target sequence (P35236 whole entry, looked up): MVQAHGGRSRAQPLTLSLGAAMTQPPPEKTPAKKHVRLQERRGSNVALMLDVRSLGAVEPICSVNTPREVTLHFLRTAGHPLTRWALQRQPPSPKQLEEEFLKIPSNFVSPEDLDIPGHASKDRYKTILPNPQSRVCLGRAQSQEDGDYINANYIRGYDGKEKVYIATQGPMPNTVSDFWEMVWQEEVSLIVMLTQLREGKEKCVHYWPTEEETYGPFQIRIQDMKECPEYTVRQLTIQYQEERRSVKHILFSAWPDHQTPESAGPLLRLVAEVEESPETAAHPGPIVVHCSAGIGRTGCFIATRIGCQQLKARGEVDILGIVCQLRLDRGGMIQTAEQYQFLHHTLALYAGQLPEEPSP
BAP1 block: human BAP1 deubiquitinase inhibition; Q92560; activity remaining (% of control), % at 20 µM; recombinant BAP1, Ub-AMC hydrolysis fluorescence kinetic; hits give low values; AID 436; 72,000 compounds, 0.48% hits;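 active means activity remaining at or below 50% of control, provided the compound also passes the data quality filters; inactive means the rest, including low values that fail the filters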;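 further: 100% = DMSO wells rate and 0% = substrate alone blank rate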
Target sequence (Q92560 whole entry, looked up): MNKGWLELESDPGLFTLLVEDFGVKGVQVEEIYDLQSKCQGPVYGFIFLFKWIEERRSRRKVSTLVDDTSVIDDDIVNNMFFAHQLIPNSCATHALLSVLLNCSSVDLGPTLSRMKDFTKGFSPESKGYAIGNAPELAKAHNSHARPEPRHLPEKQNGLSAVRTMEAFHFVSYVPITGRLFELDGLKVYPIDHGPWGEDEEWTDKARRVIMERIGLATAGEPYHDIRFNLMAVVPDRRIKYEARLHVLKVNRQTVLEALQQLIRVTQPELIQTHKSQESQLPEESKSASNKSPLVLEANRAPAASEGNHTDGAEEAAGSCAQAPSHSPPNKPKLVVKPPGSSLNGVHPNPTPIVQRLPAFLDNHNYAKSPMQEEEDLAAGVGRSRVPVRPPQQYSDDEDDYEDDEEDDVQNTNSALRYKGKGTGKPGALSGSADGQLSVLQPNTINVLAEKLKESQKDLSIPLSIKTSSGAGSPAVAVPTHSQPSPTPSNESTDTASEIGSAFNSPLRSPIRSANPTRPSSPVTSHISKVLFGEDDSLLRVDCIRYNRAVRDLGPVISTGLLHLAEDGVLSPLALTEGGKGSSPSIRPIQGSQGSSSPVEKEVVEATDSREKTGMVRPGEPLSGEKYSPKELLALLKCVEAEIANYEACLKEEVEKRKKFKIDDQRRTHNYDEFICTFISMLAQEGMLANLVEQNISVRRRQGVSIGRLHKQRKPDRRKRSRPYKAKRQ
* marks the source's active call; other numbers are inactive results; · = no result given; & = joins results of further samples. These rows are one share of the data (hit frequency here may not be typical).

Second line of a record – BAP1 block, HePTP inh
COc1ccc(CCNCc2ccccc2Cl)cc1OC
→ ·, 6
C[C@]12CC[C@H]3[C@@H](CCC4C[C@H](O)CC[C@@]43C)[C@@H]1CC[C@@H]2O (stereo partly drawn)
→ 94, ·
O=C1NC(=O)N(c2ccc3c(c2)OCO3)C(=O)/C1=C/c1ccc(OCc2cccc(C(=O)O)c2)cc1
→ ·, 8
Cn1c(O)c(C(=O)c2ccccc2Cl)c(=O)n(C)c1=O
→ ·, 10
NC1=C(C(=O)OCc2ccccc2)C2(C(=O)Nc3ccc(Br)cc32)C2=C(CCCC2=O)O1 (stereo not drawn)
→ 81, ·
O=c1[nH]c(=O)n(Cc2ccc(F)cc2)c(O)c1C=NCc1cccnc1
→ 117, 3
CN1C(=O)C(C2c3ccccc3C(=O)N2Cc2ccccc2)C(=O)N(C)C1=O (stereo not drawn)
→ 85, 0
Cc1ccc2c(c1)CC1(CN2C)C(=O)NC(=O)N(c2ccc(C)c(C)c2)C1=O (stereo not drawn)
→ 102, 4
CN=C(SCc1cc2c(cc1Cl)OCO2)c1c(O)n(C)c(=O)n(C)c1=O
→ 94, 7
COc1cccc(-n2nc(C(=O)N3CCC4(CC3)OCCO4)c3ccccc3c2=O)c1
→ 95, -5
O=C(c1ccco1)C12CN3CN(CN(C3)C1)C2
→ 96, 4
O=C(CN1C(=O)CN=C(c2ccccc2)c2ccccc21)NCc1ccco1
→ 74, -5
CN(C)C(=O)C(c1ccccc1)c1ccccc1
→ ·, -5
O=C1NC(=O)N(c2cccc(Br)c2)C(=O)/C1=C/c1ccco1
→ ·, 102*
COc1ccc(CCNCc2cccc(Cl)c2)cc1OC
→ 73, 4
CCCCn1c(O)c(C(C)=NCCCN(CC)CC)c(=O)[nH]c1=O
→ 111, 10
C=CCN1C(=O)/C(=C\c2cccn2-c2cccc([N+](=O)[O-])c2)C(=O)NC1=S
→ ·, 99*
CN1CCN(c2nc3nc(N)[nH]c(=O)c3[nH]2)CC1
→ ·, 0
O=C1C2(c3ccccc3)CN3CN(C2)CC1(c1ccccc1)C3
→ ·, -1
CC1(C)CSC(Nc2ccc(F)c(Cl)c2)=N1
→ ·, 7
O=C(NC1(C(F)(F)F)Oc2ccc(Cl)cc2O1)N1CCC2(CC1)OCCO2 (stereo not drawn)
→ 92, -7
O=C1NC(=O)C(=Cc2cccc(Cl)c2)C(=O)N1
→ ·, -13
CCC(C)c1ccc(OCCOc2ccc(C=C3C(=O)NC(=O)NC3=O)cc2)cc1 (stereo not drawn)
→ ·, 14
O=C1NC(=O)N(c2ccccc2)C(=O)/C1=C\c1ccc(-c2ccc(C(=O)O)cc2)o1
→ ·, 5
Cc1cccc(N2C(=O)NC(=O)C(=Cc3ccc(N(C)C)cc3)C2=O)c1
→ ·, 2
CC[C@@H](CO)NC(=O)[C@@H]1C=C2c3cccc4[nH]cc(c34)C[C@H]2N(C)C1
→ 80, ·
C=CCn1c(O)c(C(C)=Nc2ccc(N(CC)CC)cc2)c(=O)[nH]c1=O
→ 90, -3
O=c1c2ccccc2[se]n1-c1ccccc1
→ 113&99, -10
Cc1ccc(-n2c(/C=C/c3ccc(O)c(O)c3)nc3ccccc3c2=O)cc1
→ ·, 6
O=C(C1CCCN(S(=O)(=O)c2cccc3nsnc23)C1)N1CCC2(CC1)OCCO2 (stereo not drawn)
→ 83, 9
CCOC(=O)C1=C(N)OC(C)=C(C(=O)OCCOC)C12C(=O)Nc1ccccc12 (stereo not drawn)
→ 84, 5
CC(=O)c1ccc(NC(=O)C2C(C)(C)C2(C)C)cc1
→ ·, 1
CCOC(=O)c1cncn1C(C)c1ccccc1 (stereo not drawn)
→ ·, 0
c1ccc2c(CCNC3=NCCC3)c[nH]c2c1
→ 108, 11
O=C(Cn1cc(C(=O)c2ccccc2F)c2ccccc21)NCc1ccco1
→ 139, 3
CC(C)N1CC=C(c2c[nH]c3ccccc23)CC1
→ 91, 8
COC(=O)c1c(N)n(Cc2ccc(OC)cc2)c2nc3ccccc3nc12
→ ·, 2
CN(C)[C@@H]1C(=O)C(C(N)=O)=C(O)[C@@]2(O)C(=O)C3=C(O)c4c(O)ccc(Cl)c4[C@@](C)(O)C3C[C@@H]12 (stereo partly drawn)
→ 125, 8
O=C(Cn1ncc2c3ccccc3n(Cc3cccc(Cl)c3)c2c1=O)N1CCC2(CC1)OCCO2
→ 57, -2
Oc1ccc(C(=C(Cl)Cl)c2ccc(O)cc2)cc1
→ ·, 0
COCCNCCOc1c(C(C)C)cccc1C(C)C
→ ·, -7
CC1=C(C(=O)OC(C)C)C2(C(=O)Nc3ccccc32)C(C(=O)OCc2ccccc2)=C(N)O1 (stereo not drawn)
→ 80, ·
COC(=O)C1C2C(=O)N(c3ccccc3)C(=O)C12c1ccc(Cl)cc1 (stereo not drawn)
→ ·, 2
CN1CSC(=S)N(C)C1
→ ·, 5
C/C(O)=C(\C#N)C(=O)Nc1cc(Br)ccc1Br
→ 88, ·
CC(=NCCCN1CCCCC1)c1c(O)n(Cc2ccccc2)c(=O)[nH]c1=O
→ 108, 2
O=C(CCCn1c(=O)[nH]c2cc(Cl)ccc2c1=O)N1CCC2(CC1)OCCO2
→ 96, 3
CCc1ccc(CNCCc2ccc(OC)cc2)cc1
→ ·, 0
CC(=O)N1N=C2C3CCN(CC3)C2C1c1ccc([N+](=O)[O-])cc1 (stereo not drawn)
→ ·, 1
O=[N+]([O-])c1cc(F)c(N2CCOCC2)cc1Br
→ ·, 10
O=C(c1csc2c1CCCCC2)N1CCC2(CC1)OCCO2
→ 92, 4
CSC1=NP(=S)(SC)N2CCCC2=C1C#N (stereo not drawn)
→ 113, 6
COc1cc(OC)c(OC)cc1CNCCc1ccc(Cl)cc1
→ ·, 3
COc1ccc(S(=O)(=O)NC(CC(=O)N2CCC3(CC2)OCCO3)c2ccco2)cc1 (stereo not drawn)
→ 99, 18
O=[N+]([O-])c1ccc(N2CCCC2)c(F)c1Br
→ ·, -20
NC(C(=O)O)c1cc(=O)[nH]o1 (stereo not drawn)
→ 98, ·
Cn1cccc1/C=C1/C(=O)NC(=S)N(c2ccc(Cl)cc2)C1=O
→ ·, 100*
O=C(CNC(=O)OCc1ccccc1)NCC(=O)Nc1ccc(Br)cc1C(=O)c1ccccc1
→ ·, 6
COc1ccc(NC(=O)CN2C3CCC2CC(O)(c2cccnc2)C3)cc1OC (stereo not drawn)
→ 115, 10
CCn1c(=O)n(CC(=O)N2CCC3(CC2)OCCO3)c(=O)c2ccccc21
→ 89, ·

Remaining list, next part
Second line of a record – BAP1 block, HePTP inh
O=C(Cc1ccccc1)N1CCN(C2CCN(Cc3ccccc3)CC2)CC1
→ ·, 8
CN1CCN(c2ccc([N+](=O)[O-])c(N3CCCCC3)c2)CC1
→ ·, 7
Oc1cc2c(cc1CN1CCN(c3ccccc3)CC1)CCC2
→ 83, 7
O=c1c2ccccc2nc(/C=C/c2ccc(O)c(O)c2)n1-c1ccccc1
→ ·, 0
CC1(C)NCCN2C(=O)CSC21 (stereo not drawn)
→ 137, 0
CCCCn1c(O)c(C=NCCCN(CC)CC)c(=O)[nH]c1=O
→ 100, 0
Cc1cccc(N2C(=O)NC(=O)C3(Cc4cc(C)ccc4N(C)C3)C2=O)c1 (stereo not drawn)
→ 105, 4
CCC1(c2ccccc2)C(=O)NC(=O)N(C(=O)c2ccccc2Cl)C1=O (stereo not drawn)
→ ·, -9
CN(C)C(=O)Oc1ccc(C(=O)c2ccccc2)cc1
→ 90, -2
N=Cc1c(O)n(-c2cccc(Cl)c2)c(=O)[nH]c1=O
→ 102, 9
COc1ccc(Br)cc1CN1CCN(C(=O)COc2ccc(Cl)cc2)CC1
→ ·, 6
CCN1c2nc3ccccn3c(=O)c2CC2(C(=O)N(C)C(=O)N(C)C2=O)C1C (stereo not drawn)
→ 60, 7
CC1CN(c2ccc([N+](=O)[O-])c(NCCO)c2)CCN1 (stereo not drawn)
→ ·, -14
CP(=O)(O)C1=CCNCC1
→ 103, ·
CC(C)Cc1[nH]c(=O)c(C#N)c2c1CCC2
→ ·, 10
O=c1[nH]c(=O)n(Cc2ccco2)c(O)c1C=NCc1cccs1
→ 99, 4
CCCCn1c(C)c(C(=O)OCC)c2c(CN3CCOCC3)c(O)ccc21
→ 83, 7
CC(C)NS(=O)(=O)c1ccc(OCC(=O)N2CCN(Cc3ccccc3)CC2)c(Cl)c1
→ 84, 10
CN(C)C(=O)Oc1ccc([N+](=O)[O-])cc1
→ ·, -12
COc1cccc(-n2c(/C=C/c3ccc(O)c(O)c3)nc3ccccc3c2=O)c1
→ ·, 9
O=C(C1c2ccccc2C(=O)N2CCc3ccccc3C12)N1CCC2(CC1)OCCO2 (stereo not drawn)
→ 102, 3
CSc1ccc(C(=O)C(C)(C)N2CCOCC2)cc1
→ 94, -5
Cc1nc2ccccc2n1C1CCN(Cc2nnnn2CCc2ccccc2)CC1
→ 97, 4
O=c1c2ccccc2nc(CN2CCOCC2)n1-c1ccccc1F
→ 61, 3
CCCCCCn1c(O)c(C=NC2CCCCC2N)c(=O)[nH]c1=O (stereo not drawn)
→ 74, 5
CCc1nc2ccccc2c(=O)n1-c1ccc(O)cc1
→ 72, ·
CN(C)c1ccc(/C=C2/C(=O)C3CCN2CC3)cc1
→ ·, -7
CCc1ccccc1N1C(=O)NC(=O)/C(=C\c2cc(C)n(C)c2C)C1=O
→ ·, 1
O=C1CC(C(=O)N2CCC3(CC2)OCCO3)CN1CCc1ccccc1 (stereo not drawn)
→ 100, -7
CC(C)(NO)C(=O)c1ccc(F)cc1
→ ·, 9

Looked up by structure from the list above (four):
Second line of a record – BAP1 block, HePTP inh
CCCCn1c(O)c(C=NCCCN(CC)CC)c(=O)[nH]c1=O
→ 100, 0
COc1cccc(-n2c(/C=C/c3ccc(O)c(O)c3)nc3ccccc3c2=O)c1
→ ·, 9
CC(C)NS(=O)(=O)c1ccc(OCC(=O)N2CCN(Cc3ccccc3)CC2)c(Cl)c1
→ 84, 10
Oc1cc2c(cc1CN1CCN(c3ccccc3)CC1)CCC2
→ 83, 7

More entries
Second line of a record – BAP1 block, HePTP inh
C=CCN1C(=O)NC(=O)/C(=C/c2c3ccccc3cc3ccccc23)C1=O
→ ·, 4
Nc1ccc(CCN2CCN(c3cccc(C(F)(F)F)c3)CC2)cc1
→ 95, ·
CCCn1nc2ccccc2c1P(=O)(N1CCOCC1)N1CCOCC1
→ 92, 3
CN(C)P(=NC(=S)c1cccn1C)(N(C)C)N(C)C
→ ·, -7
NC(Cn1oc(=O)[nH]c1=O)C(=O)O (stereo not drawn)
→ 97, ·
COC(=O)c1[nH]cnc1C(=O)Nc1ccc(Cl)cc1C(=O)c1ccccc1
→ ·, -8&4
CCC1(C2=NCCN2)Cc2ccccc2O1 (stereo not drawn)
→ 93, ·
COc1cccc(CCNCc2c(F)cccc2F)c1
→ ·, 5
COc1cc(CN2C(=O)NC(=O)C3(Cc4cc(C)ccc4N(C)C3)C2=O)cc(OC)c1 (stereo not drawn)
→ 76, 31
CCCN1CC[C@@H]2c3cc(O)ccc3CC[C@@H]21
→ 97&96, ·
O=C(c1ccccc1)c1cc(Cl)ccc1NC(=O)C1COc2ccccc2O1 (stereo not drawn)
→ ·, 4
c1cncc(CNC2=NCCC2)c1
→ 119, 5

Sorted by length of the SMILES (lowest first): part of the list above
Second line of a record – BAP1 block, HePTP inh
CC1(C)NCCN2C(=O)CSC21 (stereo not drawn)
→ 137, 0
O=c1c2ccccc2[se]n1-c1ccccc1
→ 113&99, -10
COc1cccc(CCNCc2c(F)cccc2F)c1
→ ·, 5
CC1(C)CSC(Nc2ccc(F)c(Cl)c2)=N1
→ ·, 7
Oc1ccc(C(=C(Cl)Cl)c2ccc(O)cc2)cc1
→ ·, 0
O=C1NC(=O)C(=Cc2cccc(Cl)c2)C(=O)N1
→ ·, -13
CCCN1CC[C@@H]2c3cc(O)ccc3CC[C@@H]21
→ 97&96, ·
CC(=O)c1ccc(NC(=O)C2C(C)(C)C2(C)C)cc1
→ ·, 1
CCCn1nc2ccccc2c1P(=O)(N1CCOCC1)N1CCOCC1
→ 92, 3
CCCCCCn1c(O)c(C=NC2CCCCC2N)c(=O)[nH]c1=O (stereo not drawn)
→ 74, 5
O=c1[nH]c(=O)n(Cc2ccco2)c(O)c1C=NCc1cccs1
→ 99, 4
Cc1nc2ccccc2n1C1CCN(Cc2nnnn2CCc2ccccc2)CC1
→ 97, 4
COC(=O)c1c(N)n(Cc2ccc(OC)cc2)c2nc3ccccc3nc12
→ ·, 2
O=C(c1ccccc1)c1cc(Cl)ccc1NC(=O)C1COc2ccccc2O1 (stereo not drawn)
→ ·, 4
COc1ccc(NC(=O)CN2C3CCC2CC(O)(c2cccnc2)C3)cc1OC (stereo not drawn)
→ 115, 10
CCC1(c2ccccc2)C(=O)NC(=O)N(C(=O)c2ccccc2Cl)C1=O (stereo not drawn)
→ ·, -9
CC(=NCCCN1CCCCC1)c1c(O)n(Cc2ccccc2)c(=O)[nH]c1=O
→ 108, 2
O=C(NC1(C(F)(F)F)Oc2ccc(Cl)cc2O1)N1CCC2(CC1)OCCO2 (stereo not drawn)
→ 92, -7
O=C(C1c2ccccc2C(=O)N2CCc3ccccc3C12)N1CCC2(CC1)OCCO2 (stereo not drawn)
→ 102, 3
COc1cccc(-n2nc(C(=O)N3CCC4(CC3)OCCO4)c3ccccc3c2=O)c1
→ 95, -5
COc1ccc(S(=O)(=O)NC(CC(=O)N2CCC3(CC2)OCCO3)c2ccco2)cc1 (stereo not drawn)
→ 99, 18
O=C1NC(=O)N(c2ccccc2)C(=O)/C1=C\c1ccc(-c2ccc(C(=O)O)cc2)o1
→ ·, 5
O=C1NC(=O)N(c2ccc3c(c2)OCO3)C(=O)/C1=C/c1ccc(OCc2cccc(C(=O)O)c2)cc1
→ ·, 8
